# MLLE-PAM2 inh: blocks PAM2 peptide binding to the PABP1 MLLE domain. GST-MLLE / FITC-PAM2 fluorescence polarization. inhibition, % at 20 µM. P11940. 360,000 compounds, 0.36% hits. AID 588489; in the data active = inhibition above about 35%, passing the limit was not always enough;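 also: plate controls were DMSO wells with GST-MLLE for no effect and wells lacking GST-MLLE protein for full effect; some results filed as inactive read as strong as hits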
# Neddylation inh: inhibitors of human cullin neddylation; calls only at 25 µM; TR-FRET cullin neddylation, biochemical; 360,000 compounds, 0.58% hits; in the data active = inhibition above about 36%
# Rin1 Abl inh: human Rin1-Abl interaction inhibition | TR-FRET Rin1/Abl binding, biochemical | inhibition, % at 7.35 µM | 360,000 compounds, 0.4% hits | AID 588664; in the data active = inhibition above about 5%, passing the limit was not always enough
# CSN inh: CSN deneddylation inhibition; Q92905; Purified CSN, SCF-Nedd8-OG deneddylation, fluorescence polarization; inhibition, % at 12.5 µM; 360,000 compounds, 0.38% hits; AID 651999;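 active = pattern-corrected inhibition above about 35%, with an unprinted fluorescence ratio check between 0.5 and 1.5, limit read from the data, passing the limit was not always enough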;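 also: 0% = enzyme with substrate and 100% = substrate without enzyme; some results filed as inactive read as strong as hits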
#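 assay system = purified human Csn5 enzyme expressed in HEK293T cells | amount = 0.24 nM enzyme | buffer or medium = Tris/NaCl/DTT buffer, pH 7.5 | reagent = 10 nM SCFSkp2-Nedd8OG | compound = one concentration, 12.5 µM, 0.25% DMSO | times = 90 min reaction at room temperature | signal = FP | read-out basis = % inhibition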
# Rpn11 inh: inhibitors of human proteasome Rpn11. human 26S proteasome, Ub4-pepOG fluorescence polarization; 20S core pre-blocked with epoxomicin. O00487. calls only at 20 µM. 360,000 compounds, 0.59% hits;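 active = inhibition at 20 µM, scaled to each plate's controls, above about 33%, limit read from the data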
# NadD inh: NadD (S. aureus) enzyme inhibition. purified NadD enzyme, colorimetric absorbance read-out. inhibition, % at 20 µM. AID 602399. 360,000 compounds, 0.78% hits; in the data active = inhibition above about 26%; also: some compounds past the cut are filed as inactive
# SKN-1 inh: C. elegans SKN-1 inhibition; 360,000 compounds, 0.49% hits; inhibition, % at 21.8 µM; C. elegans VP596 Pgst-4::GFP/RFP ratio, acrylamide-induced, 24 h;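 active = interference check ratio from 0.5 to 1.5 plus GFP to RFP signal ratio inhibition reaching or exceeding a fixed threshold, cut at about 30% in these data, passing the limit was not always enough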; also: some compounds called inactive have numbers as strong as hits
# MT1-MMP act inh: inhibitors of human MT1-MMP activation | AID 651647 | P50281 | GFP/RFP ratio change, % at 20 µM | 360,000 compounds, 0.061% hits | HT1080 RFP-PRO-GFP cells, GFP/RFP ratio fluorescence, overnight; percent of plate control window, DMSO zero;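 active = GFP/RFP ratio change of at least 30% with cell ATP level not reduced by more than half and red fluorescence within 50% of control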; also: strong numbers were not always called active
#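 Test system: HT1080 RFP-PRO-GFP cells; Benchmarks: DMSO and RFP-L50D-GFP cell wells; Timing: cells overnight before dosing, compound overnight, 37 °C, 5% CO2; Compound: one 20 µM compound dose with 1% DMSO; Read-out: GFP/RFP fluorescence ratio.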
# FAS-TE inh: FAS thioesterase (human) inhibition | recombinant FAS-TE, OMFH fluorogenic substrate, fluorescence endpoint | P49327 | inhibition, % at 15 µM | 360,000 compounds, 0.67% hits;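 active = compounds whose normalised, plate-corrected inhibition of enzyme fluorescence in the single-dose primary screen is 50% or more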;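 also: 0% = DMSO with enzyme and 100% = substrate without enzyme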
# Numbers without * were called inactive; i = inactive; . = not tested or not shown; + = active, no number.
Structure,Neddylation inh,MLLE-PAM2 inh,FAS-TE inh,MT1-MMP act inh,CSN inh,Rin1 Abl inh,Rpn11 inh,NadD inh,SKN-1 inh
CC(CNC(=O)CC(C)(C)C)NC(=O)CC(C)(C)C (stereo not drawn),i,2.8,-2.0,-0.5,-1.8,-0.2,i,8.7,6.2
O=C(Nc1ccccc1)C1=C[C@@H](c2ccc3c(c2)OCO3)C[C@@H](OCCCCO)O1,i,-1.3,-2.1,1.8,0.9,0.9,i,-2.1,-0.9
Cc1ccc(S(=O)(=O)NC(=O)C2(C)CCN2C(=O)CC2CCCCC2)nc1 (stereo not drawn),i,3.8,-8.7,-1.2,1.9,2.8,i,-2.1,4.4
C=CCNC(=O)COc1coc(CN2CCN(Cc3ccccc3)CC2)cc1=O,i,-6.5,-6.9,-0.9,2.9,-0.5,i,-9.1,-1.8
Cc1cc(-c2ccc(/C=N/n3cnnc3)o2)c([N+](=O)[O-])cc1C,i,27.8,6.9,0.0,-1.5,-3.5,i,1.9,19.7
Cc1ccc(-c2noc(CCCN3C(=O)c4ccccc4C3=O)n2)cc1,i,-0.2,3.2,0.7,0.6,2.5,i,-4.8,-15.9
O=C(CN1CCN(c2ncccn2)CC1)N(Cc1ccccc1)c1ccc(F)cc1,i,-9.3,-6.5,-6.5,-3.8,4.0,i,2.0,13.5
COc1cc(SC#N)ccc1N=Cc1c(C)[nH]n(-c2ccc(C)cc2)c1=O,i,11.8,-8.8,-10.0,9.9,0.0,i,5.1,3.2
CCOC(=O)C1CCCN(C(=O)C(C)(C)Oc2ccc(Cl)cc2)C1 (stereo not drawn),i,-15.2,7.6,-0.8,-1.4,-5.2,i,-5.1,-9.0
CNC(=O)c1ccc(-c2ccc(F)cc2)s1,i,1.2,0.5,1.6,-1.2,1.8,i,-1.5,14.3
FC(F)(F)Oc1ccc(NC(=S)NCCCN2CCOCC2)cc1,i,11.6,-8.6,-2.1,1.0,-0.5,i,-3.0,3.5
O=C(O)CC1S/C(=N/N=C2CCCCC2)N(c2ccccc2)C1=O (stereo not drawn),i,-3.2,-12.4,5.5,-7.7,-2.8,i,1.1,0.9
O=C(NCCc1ccccc1)c1cc2ncc(Br)cn2n1,i,-2.1,1.5,-1.7,-4.6,-1.2,i,-14.7,2.8
Fc1cccc(NC(=S)N2CCCC2)c1,i,-88.4,-3.6,0.8,-0.3,-2.1,i,1.1,-1.4
COc1cccc(CN(C)C[C@@H]2OCc3cnnn3CCCC(=O)N([C@H](C)CO)C[C@H]2C)c1,i,4.0,-5.5,-1.6,-1.4,0.2,i,0.4,9.3
CS(=O)(=O)c1ccc(Nc2nc(C(N)COCc3ccccc3)cs2)cc1 (stereo not drawn),i,-11.6,-4.6,0.5,1.9,-0.1,i,-4.1,2.1
Cc1cccc(Nc2nc(N)nc(CSc3nccc(C)n3)n2)c1,i,-81.1,-7.1,4.9,5.3,-0.2,i,-5.4,-3.4
COc1ccccc1/C=C/C(=O)OCC(=O)Nc1c(C)nn(-c2ccccc2)c1C,i,-7.6,-3.6,-0.5,-0.9,-2.1,i,0.5,12.7
COc1ccc(NC(=O)c2ccc3nc(C)c(N(C)C(=O)CCc4ccccc4)n3c2)cc1OC,i,17.6,-6.4,0.6,0.3,-0.4,i,4.5,-21.9
CC(NCC(=O)NCC(=O)Nc1ccc(F)cc1)c1cccc(C(F)(F)F)c1 (stereo not drawn),i,9.4,-0.3,2.1,-7.1,1.3,i,-3.3,8.7
CC1CCC/C(=N\Nc2ccc(Cl)c(C(=O)O)c2)C1 (stereo not drawn),i,16.1,-12.0,0.1,3.4,5.7,i,-0.8,8.7
CC1CCCCN1C(=O)CCNC(=O)Cn1cnc2ccccc2c1=O (stereo not drawn),i,-2.6,-4.8,1.3,-2.4,-0.6,i,2.8,16.3
O=C(O)CCCN1C(=O)C2C3CC(C2C1=O)C1C(c2ccccc2)c2sc(=O)[nH]c2SC31 (stereo not drawn),i,26.8,-3.2,-1.8,-3.9,1.1,i,-2.7,0.1
COc1cccc(C(=O)N(Cc2ccccc2)Cc2cc3cc4c(cc3[nH]c2=O)OCCO4)c1,i,-7.1,-2.5,-8.8,12.1,1.8,i,-0.8,16.8
CN1CCN(c2nc3c(c(=O)n(C)c(=O)n3C)n2Cc2cccc3ccccc23)CC1,i,3.6,1.9,-3.0,-4.5,2.9,i,-5.9,-2.0
N#C/C(=C\c1ccc(-c2cccc(Cl)c2)o1)C(=O)Nc1cccc2cccnc12,i,-7.2,3.9,-13.9,7.6,-1.4,i,11.5,31.0
CC(=O)c1ccc(N2CCN(C(=O)c3ccc(Cl)c(S(=O)(=O)NC4CC4)c3)CC2)c(F)c1,i,2.2,-6.1,-0.2,4.2,-0.2,i,-0.5,14.2
COc1cc([N+](=O)[O-])ccc1NC(=S)Nn1cnnc1,i,20.4,-2.8,-5.7,7.0,0.2,i,-3.5,1.1
COC(=O)CN(c1ccccc1C)S(C)(=O)=O,i,-0.1,-10.6,1.1,1.6,0.0,i,-0.7,-2.2
CC(C)(C)c1ccc(CC(=O)N2CCC2(C)C(=O)NS(=O)(=O)c2cccs2)cc1 (stereo not drawn),i,4.4,-4.3,2.3,-1.4,0.2,i,-0.7,16.7
CCOCCCNC(=O)C(c1ccc(OC)cc1)N(Cc1cccs1)C(=O)CNC(C)=O (stereo not drawn),i,-1.2,-9.3,1.1,-1.6,0.4,i,1.3,4.5
Cc1ccnc(NC(NC(=O)C(C)C)(C(F)(F)F)C(F)(F)F)c1,i,7.7,-10.2,2.5,-12.7,-2.5,i,-0.9,-2.7
O=C(NCC(=O)N1CCN(c2ccccc2O)CC1)c1ccc2ccccc2c1,i,-18.3,-2.1,0.2,1.5,0.7,i,31.5*,-7.3
O=C(Oc1coc(CSc2ncccn2)cc1=O)c1ccco1,i,10.7,-0.8,4.9,2.2,1.6,i,-2.2,-9.7
COc1ccccc1NC(=O)Nc1nnc(CC(=O)Nc2ccccc2C)s1,i,6.5,-11.5,3.4,4.9,1.1,i,2.1,1.7
O=C(Nc1nnc(C2CC2)s1)c1ccc(S(=O)(=O)c2ccccc2)cc1,.,-3.1,-4.5,2.2,0.0,-1.5,i,-0.5,-4.9
Cn1[nH]c2c(c1=O)[C@H](c1ccc(F)cc1)O[C@H](CCc1ccccc1)C2,i,13.3,1.4,-2.4,-5.8,4.4,i,2.9,12.2
O=C(CCOc1ccccc1)N1CCN(c2ccc(O)cc2)CC1,i,-7.8,-6.2,-8.0,6.8,2.5,i,-1.4,-23.6
Cc1ccc(N(C(=O)c2ccc3c(c2)OCO3)C2C=CS(=O)(=O)C2)cc1C (stereo not drawn),i,-5.0,2.3,-1.0,6.5,4.4,i,-2.3,20.2
CCOC(=O)C1CCCN(C(=O)c2ccc3c(c2)OCO3)C1 (stereo not drawn),i,-3.0,-12.0,-1.4,4.8,2.0,i,-6.2,7.3
O=C(Cn1cccc1C(=O)c1ccccc1)NCCCN1CCOCC1,i,-13.3,-12.2,1.2,3.2,-2.4,i,0.5,-2.6
O=C(/C=C/c1ccc2c(c1)OCO2)NCC1CCCO1 (stereo not drawn),i,14.0,-6.1,2.7,-8.3,0.9,i,11.8,3.8
CCc1ncc(CN2CCC(C(=O)Nc3ccc(-n4nc(C)cc4C)cc3)CC2)cn1,i,-3.6,-6.8,1.4,6.0,0.6,i,0.7,14.5
COc1cc(C(O)c2nc(-c3cc(F)cc(F)c3)cs2)ccc1F (stereo not drawn),i,-0.4,24.7,-1.5,-0.8,-0.4,i,2.0,26.3
COc1ccccc1CN1CCC(n2nccc2NC(=O)CCc2ccccc2)CC1,i,0.1,-7.9,0.1,-4.2,-2.9,i,-2.5,21.8
COc1cc(C(=O)NC2CCN(Cc3ccccc3)CC2)cc(Cl)c1OC,i,-7.3,1.6,4.3,-6.1,-3.4,i,-6.6,10.6
CC1(C)S[C@@H]2[C@H](NC(=O)C(C(=O)O)c3ccccc3)C(=O)N2[C@H]1C(=O)O (stereo partly drawn),i,6.8,0.5,-1.8,-3.2,-0.2,i,-13.3,0.8
CCc1c(C(=O)N/N=C/c2ccc(OCc3ccc(F)cc3)c(OC)c2)nnn1-c1nonc1N,+,1.1,18.0,-1.8,-2.4,-0.3,i,20.6,26.8
CCN1CCN(C(=O)C2CCCN(S(=O)(=O)c3cccc4nsnc34)C2)CC1 (stereo not drawn),i,10.5,-4.1,1.7,0.6,2.2,i,-8.6,-2.8
CCOC(=O)c1ccc(NC(=O)c2nc[nH]c2C(=O)N[C@@H](CCCCNC(=O)OC(C)(C)C)C(=O)OC(C)(C)C)cc1,i,1.3,85.2*,-20.1,4.7,-2.2,i,3.6,-1.6

# Reformatted with values under each structure: entries from further up.
# Order of results: Neddylation inh, MLLE-PAM2 inh, FAS-TE inh, MT1-MMP act inh, CSN inh, Rin1 Abl inh, Rpn11 inh, NadD inh, SKN-1 inh
CC(C)(C)c1ccc(CC(=O)N2CCC2(C)C(=O)NS(=O)(=O)c2cccs2)cc1 (stereo not drawn)
    i, 4.4, -4.3, 2.3, -1.4, 0.2, i, -0.7, 16.7
O=C(/C=C/c1ccc2c(c1)OCO2)NCC1CCCO1 (stereo not drawn)
    i, 14.0, -6.1, 2.7, -8.3, 0.9, i, 11.8, 3.8
COc1ccccc1NC(=O)Nc1nnc(CC(=O)Nc2ccccc2C)s1
    i, 6.5, -11.5, 3.4, 4.9, 1.1, i, 2.1, 1.7

# Further structures
Structure,Neddylation inh,MLLE-PAM2 inh,FAS-TE inh,MT1-MMP act inh,CSN inh,Rin1 Abl inh,Rpn11 inh,NadD inh,SKN-1 inh
CN(c1ccc(C(=O)N2CCCCC2)cc1)S(C)(=O)=O,i,11.5,-8.4,2.8,2.6,0.2,i,-4.8,-1.3
CSCCC(NS(=O)(=O)c1ccc(C)cc1)C(=O)N(C)CC(=O)Nc1ccccc1Br (stereo not drawn),i,7.0,-1.2,2.4,1.9,-1.2,i,0.8,11.3
COc1ccc(S(=O)(=O)N2CCOCC2)cc1C(=O)N1CCCCCC1,i,-13.0,-3.0,-0.3,4.3,2.1,i,-0.1,6.5
O=C(c1cc(-c2cccc(Cl)c2)on1)N1CCCCCC1,i,7.1,14.0,-0.5,4.2,-1.9,i,-3.4,0.7
Nc1cccn2c(-c3ccc(Cl)cc3)cnc12,i,-33.5,-0.8,-24.4,28.6,2.1,i,9.1,15.0
CCOC(=O)c1c(C)oc2ccc(NS(=O)(=O)c3ccc(C(=O)O)cc3)cc12,i,0.5,2.9,1.7,-13.3,4.1,i,-2.9,9.4
CCN1C(=O)N[C@@H](CCc2ccccc2)[C@H](C(C)=O)[C@H]1C,i,-8.5,-9.2,2.2,-3.2,2.4,i,-5.2,7.8
O=C1NC[C@H](Cc2ccc(O)cc2)N(C[C@@H]2CCCN2C[C@H](Cc2ccccc2)N2C[C@H](Cc3ccc(O)cc3)N(CC3CCCCCC3)C(=O)C2=O)C1=O,i,.,18.9,-2.5,0.7,.,.,38.6*,-5.7
CCN(CC)C(=O)C(=O)Nc1ccc(OCc2ccccc2)cc1,i,5.8,-1.6,1.0,-1.9,2.2,i,-7.7,-0.9
Nc1c(-c2cccc(Cl)c2)cnn1-c1ccccc1,i,-2.1,14.0,-2.4,0.9,-3.3,i,-3.4,3.7

# Source: PubChem BioAssay (several laboratories)
